# T cell HTS: T cell immune modulators affecting CD8 T cell-vesicle binding; 2C CD8+ T cell-vesicle binding, flow cytometry; hits give low values; calls only at 7 µM; 0.068% of 330,000 active;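 active = response, share of CD8 T cells binding vesicles, and their 90th percentile fluorescence all below set limits, cut at about 80% in these data, passing the limit was not always enough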
#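 incubation = binding step 1.5 h, 37 °C, antibody labelling 20 min, ice | test system = 2C mouse CD8+ T cells | read-out basis = percent CD8+ FL2 mean versus row control | controls = Peptide-free naked vesicles (low) and QL9 vesicles with 0.7% DMSO vehicle (high) | detection = flow cytometry of vesicle-bound cells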
# T cell HTS vesicle-bound %: recorded beside T cell HTS, whose call it bears; double positive events, %; measured here: CD8+ vesicle-bound cell fraction;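 binding gate set so that unloaded-vesicle control wells show 10% double positive cells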
# Active calls of the source: *; i = inactive. The list is partial; count on the stated rates, not on these rows.
T cell HTS | T cell HTS vesicle-bound % | SMILES
i | 27 | CCOc1ccc(C(C)=O)cc1COC(=O)c1ccc2c(c1)NC(=O)CS2
i | 46 | O=C(CSc1ncnc2ccccc12)N1CCNC1=O
i | 52 | COc1ccccc1C(=O)OCC(=O)c1ccc(CNC(C)=O)s1
i | 32 | COc1ccccc1NC(=O)C(C)Sc1nccn1C (stereo not drawn)
i | 13 | O=C(Cc1ccc(S(=O)(=O)N2CCCCC2)cc1)NCc1ccc(Cl)cc1
i | 7 | O=C1CCC/C=C/C[C@@H](CC(=O)N(CCO)Cc2ccccc2)C(=O)NC[C@H](c2ccccc2)O1
i | 7 | Cc1cc(C(=O)N2CCN(S(=O)(=O)c3ccccc3C#N)CC2)c(C)o1
i | 30 | CC(=O)Nc1ccccc1OCC(=O)NC1CCCCC1C (stereo not drawn)
i | 36 | CCOC(=O)/C(C#N)=N/Nc1ccc(S(=O)(=O)Nc2cc(OC)nc(OC)n2)cc1
i | 51 | O=C(c1ccco1)N1CCN(C(=O)c2ccc(-c3ccc([N+](=O)[O-])cc3)o2)CC1
i | 42 | COc1ccc(CC(=O)OCC(=O)c2ccc[nH]2)cc1
i | 26 | CC(=O)c1c(O)cc(=O)oc1-c1ccc(C)cc1
i | 14 | Cc1c(C(=O)OCC(=O)N(C)Cc2ccc(Cl)cc2)oc2ccccc12
i | 32 | Nc1c(N(CCC2=CCCCC2)C(=O)c2ccccc2F)c(=O)[nH]c(=O)n1Cc1ccccc1
i | 38 | Cc1csc(SCC(=O)Nc2cccc(C)c2C)n1
i | 7 | CC[C@]12c3[nH]c4ccccc4c3CCN1C(=O)C(CC(=O)NCc1ccc(OC)c(OC)c1)C[C@@H]2C(=O)N1CCN(C(=O)C2CC2)CC1 (stereo partly drawn)
i | 52 | CC(=O)c1c(C)[nH]c(C(=O)COC(=O)Cc2ccccc2F)c1C
i | 18 | O=C(Nc1cccc(C(=O)O)c1)/C(=C/c1ccccc1)NC(=O)c1cccc(Br)c1
i | 29 | CC(=O)N(C)c1ccc(NC(=O)C(c2ccccc2)c2ccccc2)cc1
i | 53 | COc1ccc(OCc2cc(=O)c3ccc4c(c3o2)C=CC(C)(C)O4)cc1OC
i | 28 | CCc1sc(C(=O)Nc2nc(-c3ccccn3)cs2)cc1C
i | 30 | COC(=O)c1ccc(Oc2nc3ccccc3n3c(C)nnc23)cc1
i | 6 | C[C@H](CO)N1C[C@H](C)[C@@H](CN(C)S(=O)(=O)c2ccccc2)Oc2ccc(NC(=O)Nc3ccccc3)cc2C1=O
i | 50 | C[C@H](NC(=O)c1nc[nH]c1C(=O)N[C@@H](C)c1ccccc1)c1ccccc1
i | 43 | O=C(/C=C/c1ccc(F)cc1)N1CCc2ccccc2C1

# Three compounds already listed, sorted by count of non-hydrogen atoms, largest number first:
T cell HTS | T cell HTS vesicle-bound % | SMILES
i | 18 | O=C(Nc1cccc(C(=O)O)c1)/C(=C/c1ccccc1)NC(=O)c1cccc(Br)c1
i | 28 | CCc1sc(C(=O)Nc2nc(-c3ccccn3)cs2)cc1C
i | 26 | CC(=O)c1c(O)cc(=O)oc1-c1ccc(C)cc1

# Additional results follow:
T cell HTS | T cell HTS vesicle-bound % | SMILES
i | 37 | COc1ccc([C@H]2CC(=O)C=C(c3ccc(Cl)c(C(F)(F)F)c3)C2)cc1
i | 41 | CC1CCN(C(=O)c2nc[nH]c2C(=O)OCCNC(=O)OC(C)(C)C)CC1
i | 14 | C[C@H](NC(=O)Cc1cccc2ccccc12)C(=O)N1CCOCC1
i | 52 | Cc1sc2nc(CSCC(=O)NC3(C#N)CCCCC3)[nH]c(=O)c2c1C
i | 42 | O=C(COC(=O)Cc1n[nH]c(=O)c2ccccc12)NNC(=O)c1ccc(Cl)cc1
i | 39 | COc1ccccc1CN(C)C(=O)c1ccccc1SCC(=O)N1CCCC1
i | 50 | CC(=O)Nc1ccc(C(=O)NNC(=O)c2ccccc2-n2cccc2)cc1
i | 38 | CC(=O)Nc1ccc(NC(=O)C(C)Sc2n[nH]c(-c3cccs3)n2)cc1 (stereo not drawn)
i | 44 | Cc1ccc(OCCCC(=O)Nc2ccc(Cl)c(S(=O)(=O)N3CCOCC3)c2)cc1
i | 53 | CC(C)(C)OC(=O)N1CCCC(C(=O)Nc2ccc(C(=O)N3CCCC3)cc2)C1 (stereo not drawn)
i | 33 | O=C(COc1ccc(Cl)cc1)Nc1ccc(CN2CCOCC2)cc1
i | 33 | CCN1CCN(CC(=O)Nc2cc(S(=O)(=O)N(CC)c3ccccc3)ccc2Cl)CC1
i | 28 | CCC(CO)Oc1cc(NC(=O)c2ccccc2C)c2ncn(C(C)C)c2c1 (stereo not drawn)
i | 7 | COc1ccc(S(=O)(=O)Nc2ccc3c(c2)C(=O)N([C@H](C)CO)C[C@H](C)[C@@H](CN(C)C(=O)Nc2ccc4c(c2)OCO4)O3)cc1
i | 34 | O=C(c1ccc(NS(=O)(=O)c2cccc([N+](=O)[O-])c2)cc1)N1CCN(C(=O)c2ccco2)CC1
i | 46 | C/C(=N\NC(=O)CCC(=O)NCc1ccccc1)c1ccc([N+](=O)[O-])cc1
i | 6 | OCc1ccccc1SSc1ccccc1CO
i | 6 | O=C(Cc1ccc(Br)cc1)Nc1cccc(S(=O)(=O)N2CCOCC2)c1
i | 51 | COc1cccc(-c2nc(N3CCCCC3)c3ccccc3n2)c1O
i | 19 | CC[C@]12c3[nH]c4ccccc4c3CCN1C(=O)C(CC(=O)NCCN1CCOCC1)C[C@@H]2C(=O)N1CCN(C(=O)c2ccco2)CC1 (stereo partly drawn)
i | 6 | CCOc1ccc(C(=O)OCC(=O)NCc2ccccc2)cc1OCC
i | 41 | Cc1ccc(NC(=O)COC(=O)c2ccc(S(=O)(=O)NCc3ccco3)cc2)cc1
i | 42 | Cc1cccc(NC(=O)c2cccc(S(=O)(=O)N(C)c3ccccc3)c2)n1
i | 53 | COc1cc(C(=O)COC(=O)c2ccncc2)cc(OC)c1OC
i | 54 | COc1cc(Cl)c(C)cc1NC(=O)CN1C(=O)C2CCCCC2C1=O (stereo not drawn)

# The listing continues:
T cell HTS | T cell HTS vesicle-bound % | SMILES
i | 45 | COc1ccc(S(=O)(=O)N(C)C)cc1NC(=O)c1ccc2c(c1)OCCO2
i | 36 | CCN(CC)c1ccc(C(=O)NNC(=O)CNC(=O)c2cccs2)cc1
i | 26 | CCCc1cc(=O)[nH]c(SCC(=O)N2CCCCCC2)n1
i | 15 | COc1ccc(NC(=O)Nc2cccc3c2O[C@H](CN(C)S(=O)(=O)c2ccc(OC)cc2)[C@@H](C)CN([C@H](C)CO)C3=O)cc1
i | 52 | CN(C)S(=O)(=O)c1ccc(C(=O)NC(=O)CSc2nnnn2C)cc1
i | 25 | CSc1ncccc1C(=O)OCC(=O)c1ccc(C)s1
i | 29 | COC(=O)c1ccccc1NS(C)(=O)=O
i | 37 | O=C(CN1CCN(S(=O)(=O)c2ccc(Cl)s2)CC1)N1CCCCC1
i | 12 | CC(C)/C(C=O)=C(/NC1CCCCC1)c1ccccc1
i | 38 | COc1ccccc1C(=O)NCC(=O)N1CCN(S(=O)(=O)c2ccccc2C(F)(F)F)CC1
i | 36 | COc1cccc(C(=O)OCC(=O)N2CCc3ccccc3C2)c1
i | 22 | COC(=O)c1ccc(C)c(NC(=O)CCn2[nH]c(=O)ccc2=O)c1
i | 37 | CC(=NNC(=O)Cn1ccc(C(F)(F)F)n1)c1ccc(-n2ccnc2)cc1
i | 12 | CC(C)Cn1c(SC(C)C(=O)NC2CC2)nnc1-c1ccccc1F (stereo not drawn)
i | 56 | CN(C(=O)COC(=O)c1ccc(Cl)c(S(=O)(=O)N2CCCCCC2)c1)C1CCS(=O)(=O)C1 (stereo not drawn)
i | 9 | Cc1nc(SCC(=O)NCCN2C(=O)CSC2=O)nc(C)c1C
i | 49 | NS(=O)(=O)c1ccc(CCNC(=O)CNC(=O)c2ccc(Br)o2)cc1
i | 9 | CC[C@@]1(C(=O)OC)N[C@H](CN(C)C(=O)NC(C)C)[C@@H]2C(=O)N(C)C(=O)[C@@H]21
i | 31 | C[C@H](CO)N1C[C@H](C)[C@@H](CN(C)S(C)(=O)=O)Oc2c(NC(=O)Cc3ccccc3)cccc2C1=O
i | 12 | C[C@@H]1CN([C@@H](C)CO)C(=O)c2cc(NC(=O)CCN3CCOCC3)ccc2O[C@@H]1CN(C)C(=O)Nc1ccccc1
i | 49 | Cc1cc(=O)[nH]c(SCC(=O)N2CCN(C(=O)c3ccco3)CC2)n1
i | 32 | O=C(OCCCc1cc2ccccc2c(=O)o1)c1ccc2c(c1)OCO2
i | 26 | Cc1ccc(NC(=O)CN(C)C(=O)Cn2nnc(-c3ccccc3C)n2)cc1
i | 57 | Nc1nonc1-n1nnc(C(=O)N/N=C/c2ccc(O)cc2)c1CN1CCCCCC1
i | 40 | N#Cc1cccc(NC(=O)c2ccc(S(=O)(=O)N3CCOCC3)cc2)c1

# Reformatted with values under each structure: part of the list above.
# The line under a structure holds: T cell HTS, T cell HTS vesicle-bound %
COc1ccc(S(=O)(=O)N(C)C)cc1NC(=O)c1ccc2c(c1)OCCO2
 : i, 45
CCN(CC)c1ccc(C(=O)NNC(=O)CNC(=O)c2cccs2)cc1
 : i, 36
CCCc1cc(=O)[nH]c(SCC(=O)N2CCCCCC2)n1
 : i, 26
COc1ccc(NC(=O)Nc2cccc3c2O[C@H](CN(C)S(=O)(=O)c2ccc(OC)cc2)[C@@H](C)CN([C@H](C)CO)C3=O)cc1
 : i, 15
CN(C)S(=O)(=O)c1ccc(C(=O)NC(=O)CSc2nnnn2C)cc1
 : i, 52
CSc1ncccc1C(=O)OCC(=O)c1ccc(C)s1
 : i, 25
COC(=O)c1ccccc1NS(C)(=O)=O
 : i, 29
O=C(CN1CCN(S(=O)(=O)c2ccc(Cl)s2)CC1)N1CCCCC1
 : i, 37
CC(C)/C(C=O)=C(/NC1CCCCC1)c1ccccc1
 : i, 12
COc1ccccc1C(=O)NCC(=O)N1CCN(S(=O)(=O)c2ccccc2C(F)(F)F)CC1
 : i, 38
COc1cccc(C(=O)OCC(=O)N2CCc3ccccc3C2)c1
 : i, 36
COC(=O)c1ccc(C)c(NC(=O)CCn2[nH]c(=O)ccc2=O)c1
 : i, 22
CC(=NNC(=O)Cn1ccc(C(F)(F)F)n1)c1ccc(-n2ccnc2)cc1
 : i, 37
CC(C)Cn1c(SC(C)C(=O)NC2CC2)nnc1-c1ccccc1F (stereo not drawn)
 : i, 12
CN(C(=O)COC(=O)c1ccc(Cl)c(S(=O)(=O)N2CCCCCC2)c1)C1CCS(=O)(=O)C1 (stereo not drawn)
 : i, 56
Cc1nc(SCC(=O)NCCN2C(=O)CSC2=O)nc(C)c1C
 : i, 9
NS(=O)(=O)c1ccc(CCNC(=O)CNC(=O)c2ccc(Br)o2)cc1
 : i, 49
CC[C@@]1(C(=O)OC)N[C@H](CN(C)C(=O)NC(C)C)[C@@H]2C(=O)N(C)C(=O)[C@@H]21
 : i, 9
C[C@H](CO)N1C[C@H](C)[C@@H](CN(C)S(C)(=O)=O)Oc2c(NC(=O)Cc3ccccc3)cccc2C1=O
 : i, 31
C[C@@H]1CN([C@@H](C)CO)C(=O)c2cc(NC(=O)CCN3CCOCC3)ccc2O[C@@H]1CN(C)C(=O)Nc1ccccc1
 : i, 12

# Following part:
T cell HTS | T cell HTS vesicle-bound % | SMILES
i | 51 | O=C(NCc1ccc(F)cc1)c1cccc(S(=O)(=O)N2CCOCC2)c1
i | 37 | O=C(COc1ccc(Cl)cc1Br)Nc1nnc(C2CC2)s1
i | 42 | COc1ccc(OC)c(NC(=O)COC(=O)C2CCCCC2)c1
i | 24 | COc1cc(OC)cc(-c2c(-c3cccs3)c3cc(-c4ccc(N(C)C)nc4)ccc3n2C)c1
i | 29 | CC(=O)NC1C(=O)N(CCN2CCOCC2)c2ccc(C)cc21 (stereo not drawn)

# High-throughput results: PubChem BioAssay, NMMLSC
